eIF2B yeast act: GCN4-lacZ reporter reduction in eIF2B-epsilon mutant yeast, primary screen, S. cerevisiae, eIF2B-epsilon R284H, Beta-Glo luminescence | hit rate 0.91% among 27,000 | inhibition, % at 25 µM (by protocol);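 active means mutant luminescence inhibited past about 50% while wild type luminescence and mutant growth stay under set limits, limit read from the data; inconclusive means mutant versus wild type luminescence inhibition gap past a set limit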; further: some compounds called inactive have numbers as strong as hits
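System: Yeast eIF2B-epsilon R284H mutant carrying GCN4–beta-galactosidase fusion | Read-out basis: Percent inhibition, luminescence and growth | Compound: 25 µM single dose | Times: 16 h at 30 °C exposure | Measured by: Luminescence and A595 | Buffer or medium: YPD medium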
Yeast tox: yeast growth toxicity, wild-type and mutant, primary screen, cytotoxicity control for eIF2B function restoration project, wild-type and eIF2Bepsilon R284H mutant, A595. S. cerevisiae wild-type growth, A595 turbidity, 16 h. hit rate 0.3% among 30,000. AID 685, 2007. growth inhibition, % at 25 µM (by protocol);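 active means mutant and wild-type yeast strains alike exhibit over 30% growth inhibition; inconclusive means a strain exceeds 50% while the second remains under 30%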;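 further: 0% = untreated cell controls and 100% = YPD media blanks without cells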
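Test system: Wild-type and eIF2Bepsilon-R284H mutant S. cerevisiae, screened separately | Dosing: Single 25 µM compound dose in 0.2% DMSO | Schedule: 16 h compound exposure during growth at 30 °C | Detection: A595 turbidity | Evaluation: Growth inhibition (%) versus cell controls and blanks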
Yeast tox inhibition %: second read-out of Yeast tox, no call of its own (marks repeat the call); growth inhibition, %; S. cerevisiae eIF2Bepsilon-R284H mutant growth, A595 turbidity, 16 h;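 each compound tested once at 25 µM; 0% equals untreated cells and 100% equals cell-free medium blanks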
eIF2B yeast act mutant toxicity: also measured in eIF2B yeast act; calls as there; growth inhibition, %; measured here: mutant yeast growth, toxicity;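 each compound tested once at 25 µM; zero equals untreated control growth and 100 equals blank medium absorbance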
* hit, by the source's call. Not all compounds are listed (hit frequency here may not be typical).

For COCc1cc(=O)n2[nH]c(-c3ccsc3-n3c(C)ccc3C)cc2n1 the results were eIF2B yeast act 21, Yeast tox -5, Yeast tox inhibition % 7 and eIF2B yeast act mutant toxicity 7.
O=C(O)c1ccc(-n2c(-c3ccccc3)n[nH]c2=S)cc1 was read as eIF2B yeast act -3, Yeast tox -16, Yeast tox inhibition % -17 and eIF2B yeast act mutant toxicity -17.
Screening Cc1ccc(S(=O)(=O)NC(=O)COc2ccccc2C(N)=O)cc1 returned eIF2B yeast act 1, Yeast tox 5, Yeast tox inhibition % 14 and eIF2B yeast act mutant toxicity 14.
`COc1ccc(C(=O)N2CCCC(C(=O)N3CCCCCC3)C2)cc1` (stereo not drawn) gave eIF2B yeast act 15, Yeast tox -14, Yeast tox inhibition % -24 and eIF2B yeast act mutant toxicity -24.
CSc1nnc2n(Cc3ccccc3)c(=O)c3c4c(sc3n12)COC(C(C)C)C4 (stereo not drawn) was read as Yeast tox 8 and Yeast tox inhibition % 3.
`O=C(O)c1cccc(NS(=O)(=O)c2ccc3nnn(O)c3c2)c1` gave eIF2B yeast act 0, Yeast tox -2, Yeast tox inhibition % 5 and eIF2B yeast act mutant toxicity 5.
Cn1c(=O)n(CC(=O)NCc2cccnc2)c2ccccc21 was read as eIF2B yeast act 38, Yeast tox 24, Yeast tox inhibition % 32 and eIF2B yeast act mutant toxicity 32.
For COc1ccc2[nH]cc(C(=O)N3CCCCC3)c(=O)c2c1 the results were eIF2B yeast act 10.
`CSc1n[nH]c(NCc2ccccc2)n1` gave eIF2B yeast act 6, Yeast tox 30, Yeast tox inhibition % 5 and eIF2B yeast act mutant toxicity 5.
For CCOc1ccc2nc(SCC(=O)c3cccs3)sc2c1 the results were Yeast tox -4 and Yeast tox inhibition % 16.
Nc1cc(S(=O)(=O)C(F)(F)F)ccc1C(=O)O was read as eIF2B yeast act 0, Yeast tox -17, Yeast tox inhibition % -5 and eIF2B yeast act mutant toxicity -5.
Screening C/C=C/CSc1nc2c(c(=O)[nH]c(=O)n2C)n1C(C)C returned eIF2B yeast act -23, Yeast tox -11, Yeast tox inhibition % -25 and eIF2B yeast act mutant toxicity -25.
For N#CCCn1c(SCC(=O)N2CCN(S(=O)(=O)c3ccccc3)CC2)nc2ccccc21 the results were eIF2B yeast act 21, Yeast tox -2, Yeast tox inhibition % -5 and eIF2B yeast act mutant toxicity -5.
Screening CN(C)c1ccc(NC(=O)N2CCOCC2)cc1 returned eIF2B yeast act 39, Yeast tox -17, Yeast tox inhibition % -3 and eIF2B yeast act mutant toxicity -3.
O=C(O)CSc1nnc(-c2ccncc2)n1C1CCCCC1 was read as eIF2B yeast act 16, Yeast tox 8, Yeast tox inhibition % -24 and eIF2B yeast act mutant toxicity -24.
For CCOC(=O)C1CCCN(C(=O)C2CCN(S(=O)(=O)c3cnc[nH]3)CC2)C1 (stereo not drawn) the results were eIF2B yeast act 21, Yeast tox 0, Yeast tox inhibition % 14 and eIF2B yeast act mutant toxicity 14.
Screening CCCCc1nc(S(=O)(=O)c2ccc(Cl)cc2)c(N2CCOCC2)o1 returned eIF2B yeast act 30, Yeast tox -4 and Yeast tox inhibition % 0.
`O=C(CSc1nnc(-c2ccc(NS(=O)(=O)c3ccccc3)cc2)o1)NCC1CCCO1` (stereo not drawn) gave Yeast tox -8 and Yeast tox inhibition % -38.
`O=C(CCC1CCCC1)N1CCC(N2CCN(c3ccccc3)CC2)CC1` gave eIF2B yeast act 17, Yeast tox 16, Yeast tox inhibition % 7 and eIF2B yeast act mutant toxicity 7.
Screening Clc1ccc(-c2cn3cccnc3n2)cc1 returned eIF2B yeast act 24, Yeast tox 15, Yeast tox inhibition % 10 and eIF2B yeast act mutant toxicity 10.
For c1ccc(-c2nc(NC3CC3)nc(-n3ccnc3)n2)cc1 the results were eIF2B yeast act -7, Yeast tox 4, Yeast tox inhibition % -7 and eIF2B yeast act mutant toxicity -7.
For COc1ccc(C(C)=O)cc1CSCCC#N the results were eIF2B yeast act 19, Yeast tox 6, Yeast tox inhibition % 34 and eIF2B yeast act mutant toxicity 34.
For Cc1ccc(C(=O)Nc2cc(Cl)ccc2N2CCCCC2)s1 the results were eIF2B yeast act -1, Yeast tox -12, Yeast tox inhibition % -5 and eIF2B yeast act mutant toxicity -5.
CCC(C)(C)n1nnnc1CN(Cc1cccs1)Cc1cc2cc(OC)ccc2[nH]c1=O was read as eIF2B yeast act 64*, Yeast tox 2 and Yeast tox inhibition % 10.
O=C(C1CCC1)N1CCc2cc(S(=O)(=O)N3CCc4ccccc4C3)ccc21 was read as eIF2B yeast act 14, Yeast tox 2, Yeast tox inhibition % -5 and eIF2B yeast act mutant toxicity -5.
Screening Cc1cc2c3c(c1)C1(C(=O)N3C(C)(C)CC2C)C(C#N)=C(N)OC2=C1C(=O)CC(C)(C)C2 (stereo not drawn) returned eIF2B yeast act 7, Yeast tox 2, Yeast tox inhibition % -26 and eIF2B yeast act mutant toxicity -26.
`N#Cc1c[nH]n2c(=O)cc(Cc3ccccc3)nc12` gave eIF2B yeast act 26, Yeast tox 1, Yeast tox inhibition % -7 and eIF2B yeast act mutant toxicity -7.
`Cc1ccc(-n2nc(C)c3c(C)cc(=O)[nH]c32)cc1` gave eIF2B yeast act 19, Yeast tox 20, Yeast tox inhibition % 16 and eIF2B yeast act mutant toxicity 16.
For COCCn1c(SCC(=O)N2CCCC2)nnc1-c1ccoc1C the results were eIF2B yeast act 0, Yeast tox -4, Yeast tox inhibition % 4 and eIF2B yeast act mutant toxicity 4.
Screening CCOC(=O)N1CCN(S(=O)(=O)c2cccc3nsnc23)CC1 returned eIF2B yeast act -23, Yeast tox -11, Yeast tox inhibition % -5 and eIF2B yeast act mutant toxicity -5.
For Clc1ccc(-c2nnc(N3CCCC3)nn2)cc1 the results were eIF2B yeast act 34, Yeast tox -4, Yeast tox inhibition % -3 and eIF2B yeast act mutant toxicity -3.
For Cc1ccccc1OC(C)C(=O)NC1CCCC1 (stereo not drawn) the results were eIF2B yeast act 13, Yeast tox 10, Yeast tox inhibition % 2 and eIF2B yeast act mutant toxicity 2.
O=C(CCN1C(=O)COc2ccccc21)NCCCN1CCc2ccccc2C1 was read as Yeast tox 2 and Yeast tox inhibition % 13.
Screening CCOC(=O)c1c(N)sc(C(C)=O)c1C returned eIF2B yeast act 2, Yeast tox -10, Yeast tox inhibition % 19 and eIF2B yeast act mutant toxicity 19.
O=P(O)(CP(=O)(c1ccccc1)c1ccccc1)c1ccccc1O was read as eIF2B yeast act 17, Yeast tox -8 and Yeast tox inhibition % 0.
Screening CCCCCC(=O)N(O)C1CC(=O)N(c2ccccc2)C1=O (stereo not drawn) returned eIF2B yeast act 47, Yeast tox 38*, Yeast tox inhibition % 69* and eIF2B yeast act mutant toxicity 69.
CSc1nc2ccc(NC(=O)C3CCCO3)cc2s1 (stereo not drawn) was read as eIF2B yeast act 19, Yeast tox 22, Yeast tox inhibition % 11 and eIF2B yeast act mutant toxicity 11.
For COc1cc(NC(=O)CCN2CCN(c3ccccc3F)CC2)cc(OC)c1 the results were eIF2B yeast act 21, Yeast tox 9, Yeast tox inhibition % -7 and eIF2B yeast act mutant toxicity -7.
`CCOC(=O)c1c(-c2ccccc2)oc2ccc(O)c(CN(C)C)c12` gave eIF2B yeast act -7, Yeast tox 22, Yeast tox inhibition % 3 and eIF2B yeast act mutant toxicity 3.
Cc1ccnc(Sc2ncccc2[N+](=O)[O-])n1 was read as eIF2B yeast act 23, Yeast tox 8, Yeast tox inhibition % -3 and eIF2B yeast act mutant toxicity -3.

Eleven structures from above, sorted by molecular weight, lowest first.
Screening CCOC(=O)c1c(N)sc(C(C)=O)c1C returned eIF2B yeast act 2, Yeast tox -10, Yeast tox inhibition % 19 and eIF2B yeast act mutant toxicity 19.
For Cc1ccccc1OC(C)C(=O)NC1CCCC1 (stereo not drawn) the results were eIF2B yeast act 13, Yeast tox 10, Yeast tox inhibition % 2 and eIF2B yeast act mutant toxicity 2.
Cc1ccnc(Sc2ncccc2[N+](=O)[O-])n1 was read as eIF2B yeast act 23, Yeast tox 8, Yeast tox inhibition % -3 and eIF2B yeast act mutant toxicity -3.
`Cc1ccc(-n2nc(C)c3c(C)cc(=O)[nH]c32)cc1` gave eIF2B yeast act 19, Yeast tox 20, Yeast tox inhibition % 16 and eIF2B yeast act mutant toxicity 16.
CSc1nc2ccc(NC(=O)C3CCCO3)cc2s1 (stereo not drawn) was read as eIF2B yeast act 19, Yeast tox 22, Yeast tox inhibition % 11 and eIF2B yeast act mutant toxicity 11.
Screening CCCCCC(=O)N(O)C1CC(=O)N(c2ccccc2)C1=O (stereo not drawn) returned eIF2B yeast act 47, Yeast tox 38*, Yeast tox inhibition % 69* and eIF2B yeast act mutant toxicity 69.
`CCOC(=O)c1c(-c2ccccc2)oc2ccc(O)c(CN(C)C)c12` gave eIF2B yeast act -7, Yeast tox 22, Yeast tox inhibition % 3 and eIF2B yeast act mutant toxicity 3.
For COCCn1c(SCC(=O)N2CCCC2)nnc1-c1ccoc1C the results were eIF2B yeast act 0, Yeast tox -4, Yeast tox inhibition % 4 and eIF2B yeast act mutant toxicity 4.
Screening CCOC(=O)N1CCN(S(=O)(=O)c2cccc3nsnc23)CC1 returned eIF2B yeast act -23, Yeast tox -11, Yeast tox inhibition % -5 and eIF2B yeast act mutant toxicity -5.
O=P(O)(CP(=O)(c1ccccc1)c1ccccc1)c1ccccc1O was read as eIF2B yeast act 17, Yeast tox -8 and Yeast tox inhibition % 0.
O=C(CCN1C(=O)COc2ccccc21)NCCCN1CCc2ccccc2C1 was read as Yeast tox 2 and Yeast tox inhibition % 13.

(more compounds)
O=C(O)c1ccc(-n2nnnc2SCc2ccccc2)cc1 was read as eIF2B yeast act 9, Yeast tox -9, Yeast tox inhibition % 8 and eIF2B yeast act mutant toxicity 8.
Screening NC(=O)c1cnn2c(C(F)(F)F)cc(-c3ccccc3)nc12 returned eIF2B yeast act -3, Yeast tox 25, Yeast tox inhibition % -3 and eIF2B yeast act mutant toxicity -3.
For CCC1CCCCN1CCCNC(=O)C1CCN(S(=O)(=O)N2CCCCC2)CC1 (stereo not drawn) the results were eIF2B yeast act 1, Yeast tox inconclusive and eIF2B yeast act mutant toxicity 7.
For C=CCn1c(SCC(=O)Nc2cccc3ccccc23)nc(O)c(CC)c1=O the results were Yeast tox 27 and Yeast tox inhibition % 6.
O=C(NCc1cccnc1)C1CCN(S(=O)(=O)N2CCC3(CC2)OCCO3)CC1 was read as eIF2B yeast act 8, Yeast tox 6, Yeast tox inhibition % 2 and eIF2B yeast act mutant toxicity 2.
For OC(CC1CC12c1ccccc1-c1ncccc12)(c1ccccc1)c1ccccc1 (stereo not drawn) the results were eIF2B yeast act 19, Yeast tox 22, Yeast tox inhibition % 12 and eIF2B yeast act mutant toxicity 12.
For CCOC(=O)C1CCN(C(=O)c2sc3ncnc(N4CCC(C)CC4)c3c2C)CC1 the results were eIF2B yeast act -1, Yeast tox -6, Yeast tox inhibition % -20 and eIF2B yeast act mutant toxicity -20.
Screening CC(C)C(c1nnnn1C1CCCCC1)N1CCCc2ccccc21 (stereo not drawn) returned eIF2B yeast act 8, Yeast tox inconclusive and eIF2B yeast act mutant toxicity 29.
`Cc1ccc(C2=NN3C(C2)c2ccccc2OC32C(=O)Nc3ccccc32)cc1` (stereo not drawn) gave Yeast tox 14 and Yeast tox inhibition % 18.
For NC(=O)C(c1ccccc1)C1CCCC1 (stereo not drawn) the results were eIF2B yeast act 34.
Screening CN(C)S(=O)(=O)N(CC(=O)N(Cc1ccccc1)Cc1ccccc1)c1ccccc1 returned Yeast tox 1 and Yeast tox inhibition % -8.
Cc1ccc(S(=O)(=O)N2CCCC2C(=O)N(C)Cc2cccs2)cc1 (stereo not drawn) was read as eIF2B yeast act 22, Yeast tox 2, Yeast tox inhibition % -16 and eIF2B yeast act mutant toxicity -16.
For C=CCn1c(N)c(C(=O)Nc2ccccc2OC)sc1=S the results were eIF2B yeast act 20, Yeast tox 13, Yeast tox inhibition % 11 and eIF2B yeast act mutant toxicity 11.

Two compounds drawn at random from the list so far:
O=C(NCc1cccnc1)C1CCN(S(=O)(=O)N2CCC3(CC2)OCCO3)CC1 was read as eIF2B yeast act 8, Yeast tox 6, Yeast tox inhibition % 2 and eIF2B yeast act mutant toxicity 2.
Cc1ccc(S(=O)(=O)N2CCCC2C(=O)N(C)Cc2cccs2)cc1 (stereo not drawn) was read as eIF2B yeast act 22, Yeast tox 2, Yeast tox inhibition % -16 and eIF2B yeast act mutant toxicity -16.

High-throughput results: PubChem, PCMD
